TAAR1 agonist = human TAAR1 agonism; Q96RJ0; CHO RD-HGA16 TAAR1, Fluo-8 calcium fluorescence; vehicle wells 0%, saturating PEA agonist 100%; activation, % at 3 µM; actives 0.99% (n = 360,000); AID 624467;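 active = activation above the mean activation of all test compounds in the run plus 3 SD, cut at about 38% in these data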
Target sequence (Q96RJ0 whole entry, looked up): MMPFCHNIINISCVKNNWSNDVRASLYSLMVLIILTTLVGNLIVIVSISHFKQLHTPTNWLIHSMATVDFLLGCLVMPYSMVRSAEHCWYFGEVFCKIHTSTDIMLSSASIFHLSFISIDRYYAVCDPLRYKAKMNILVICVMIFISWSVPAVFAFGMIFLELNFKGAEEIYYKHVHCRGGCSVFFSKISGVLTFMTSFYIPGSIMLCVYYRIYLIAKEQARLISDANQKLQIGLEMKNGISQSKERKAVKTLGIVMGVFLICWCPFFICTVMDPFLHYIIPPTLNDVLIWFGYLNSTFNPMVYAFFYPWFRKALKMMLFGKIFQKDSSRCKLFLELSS
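System: CHO-derived RD-HGA16 cells with stable Gα16 and human TAAR1. Times: 17-24 h plating, Fluo-8 75 min 37 °C, 30 min RT. Measured by: calcium-sensitive Fluo-8 signal, excitation 470-495, emission 515-575 nm. Read-out basis: % activation relative to PEA EC100 response. Control set: DMSO and PEA EC100. Repeats: no replicates (n 1).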
CHO-K1 Ca antag = counter-screen for M1 antagonists: effect in parental CHO-K1 cells; AID 602250; actives 0.6% (n = 360,000); ATP-induced calcium, Fluo-8 fluorescence; inhibition, % at 3 µM;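 active = inhibition above a per-plate cutoff, the plate's mean sample inhibition plus 3 SD, cut at about 24% in these data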;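 note: 0% = DMSO plus EC80 ATP and 100% = DMSO alone without ATP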
CHRM1 antagonist = human CHRM1 antagonism; inhibition, % at 3 µM; CHO-K1 hM1, Fluo-8 calcium fluorescence, ACh EC80 antagonist; P11229; actives 1.3% (n = 360,000);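 active = percent inhibition above its own plate's cutoff, namely the mean of that plate's compound wells plus 3 SD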;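 note: peak over basal fluorescence ratio during 140 s after agonist addition; 0% = ACh EC80 plus DMSO and 100% = DMSO alone without agonist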
Target sequence (P11229 whole entry, looked up): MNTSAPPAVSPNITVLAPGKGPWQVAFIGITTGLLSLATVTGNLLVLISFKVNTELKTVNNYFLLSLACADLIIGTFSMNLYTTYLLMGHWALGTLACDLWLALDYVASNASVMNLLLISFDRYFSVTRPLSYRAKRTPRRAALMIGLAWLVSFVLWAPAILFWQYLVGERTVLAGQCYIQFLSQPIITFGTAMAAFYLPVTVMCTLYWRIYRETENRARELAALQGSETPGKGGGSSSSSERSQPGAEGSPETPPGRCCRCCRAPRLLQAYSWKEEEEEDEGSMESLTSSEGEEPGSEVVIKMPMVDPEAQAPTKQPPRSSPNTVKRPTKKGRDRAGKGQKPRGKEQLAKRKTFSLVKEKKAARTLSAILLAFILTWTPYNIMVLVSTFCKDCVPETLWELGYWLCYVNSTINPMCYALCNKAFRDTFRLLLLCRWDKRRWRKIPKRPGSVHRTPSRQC
M1 ag = human M1 muscarinic receptor agonism | P11229 | CHO-K1 hM1, Fluo-8 calcium fluorescence, agonist mode; 0% DMSO, 100% acetylcholine EC100 | activation, % at 3 µM | actives 0.33% (n = 360,000);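 active = activation above the run's mean compound activation plus 3 SD, cut at about 16% in these data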;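 note: peak over basal fluorescence ratio within a 140 s kinetic read after compound addition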
CHO parental Ca = counter-screen: ATP calcium response change in parental CHO cells; actives 0.63% (n = 330,000); inhibition, % at 5.6 µM; AID 463079; parental CHO-K1, ATP-induced calcium, Fluo-8 fluorescence;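 active = inhibition above that plate's mean sample inhibition plus 3 SD, cut at about 26% in these data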;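 note: 0% = ATP-challenged DMSO wells and 100% = DMSO wells without ATP; some compounds past the cut are filed as inactive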
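Material: Parental CHO cells | Reagent: ATP | Compound dosing: Single nominal dose of 5.6 µM per compound | Detection: Intracellular calcium via Fluo-8 no-wash fluorescent dye | Read-out: % inhibition of ATP-induced calcium mobilization | Benchmarks: Low control ATP plus DMSO, high control DMSO only | Replicates: Singlicate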
TAAR1 antagonist = antagonists of human TAAR1 | CHO RD-HGA16 TAAR1, Fluo-8 calcium fluorescence, antagonist | actives 1.5% (n = 360,000) | inhibition, % at 3 µM | Q96RJ0;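 active = inhibition above a per-plate cutoff, the mean inhibition of test compounds on that plate plus 3 SD, cut at about 49% in these data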;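 note: 0% = DMSO plus EC80 beta-PEA response and 100% = DMSO alone without agonist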
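Test system – hTAAR1-expressing CHO RD-HGA16 cells, Gα16-coupled · Reagent – β-PEA at EC80 concentration, post-compound challenge · Compound dosing – 3 µM, single point · Timing – 140 s kinetic read after compound, 140 s after agonist · Detection – Fluo-8 intracellular calcium dye fluorescence, real-time kinetic reads · Control set – DMSO and EC80 PEA controls · Repeats – n of 1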
CHRM1 PAM = positive allosteric modulators of human M1 muscarinic receptor. P11229. CHO-K1 hM1, Fluo-8 calcium fluorescence, ACh EC20; 0% = ACh EC20, 100% = maximal ACh. activation, % at 3 µM. actives 0.088% (n = 360,000). AID 588819; in the data active = activation above about 19%, passing the limit was not always enough
CHO-K1 Ca PAM = M1 PAM counterscreen hit in parental CHO-K1 cells; ATP EC20, Fluo-8 calcium fluorescence; 0% at ATP EC20, 100% at ATP max; activation, % at 3 µM; actives 0.02% (n = 360,000); AID 602247;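 active = activation above the run cutoff, the mean activation of all test compounds plus 3 SD, cut at about 40% in these data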;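 note: peak over basal fluorescence ratio in a 140 s read after ATP addition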
CHO-K1 Ca ag = M1 agonist counterscreen hit in parental CHO-K1 cells | Fluo-8 calcium fluorescence; scaled to maximal ATP response, vehicle zero | activation, % at 3 µM | actives 0.48% (n = 360,000); in the data active = activation above about 15%;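 note: untransfected CHO-K1 host cells lacking M1 receptor as counterscreen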
An asterisk follows results filed as active; x = not tested or not shown.

1) O=C(CSc1nnc(Nc2ccccc2F)s1)NC1CC1
2) COc1ccc(NC(=O)CC2C(=O)N(c3ccccc3)C(=O)N2CCc2cccs2)cc1 (stereo not drawn)
3) Cc1ccc2nc(COC(=O)c3cccnc3Cl)cc(=O)n2c1
4) COC(=O)c1ccc2c(=O)n(CCCCCC(=O)O)c(=O)[nH]c2c1
5) CN(C(=O)CSc1n[nH]c(-c2cccs2)n1)C1CCS(=O)(=O)C1 (stereo not drawn)
6) CCCCn1c(N)c(N(CCOC)C(=O)c2oc3ccc(Br)cc3c2C)c(=O)[nH]c1=O

assay / entry,1,2,3,4,5,6
TAAR1 agonist,6,4,3,3,4,1
CHO-K1 Ca antag,-6,-19,0,13,-22,-7
CHRM1 antagonist,0,-2,-3,13,-14,2
M1 ag,-1,-6,-3,-3,-2,2
CHO parental Ca,-14,-18,x,-5,-4,x
TAAR1 antagonist,0,27,1,0,-34,-25
CHRM1 PAM,6,1,1,-8,10,13
CHO-K1 Ca PAM,2,22,14,-9,12,-7
CHO-K1 Ca ag,0.5,3.5,2.2,-0.1,0.7,-0.5

Exported as a markdown table: entries from further up
| # | compound | TAAR1 agonist | CHO-K1 Ca antag | CHRM1 antagonist | M1 ag | CHO parental Ca | TAAR1 antagonist | CHRM1 PAM | CHO-K1 Ca PAM | CHO-K1 Ca ag |
| --- | --- | --- | --- | --- | --- | --- | --- | --- | --- | --- |
| 4 | COC(=O)c1ccc2c(=O)n(CCCCCC(=O)O)c(=O)[nH]c2c1 | 3 | 13 | 13 | -3 | -5 | 0 | -8 | -9 | -0.1 |
| 5 | CN(C(=O)CSc1n[nH]c(-c2cccs2)n1)C1CCS(=O)(=O)C1 (stereo not drawn) | 4 | -22 | -14 | -2 | -4 | -34 | 10 | 12 | 0.7 |

Continued:
7) COC(=O)CNC(=O)COc1ccccc1
8) CCOC(=O)CCNC(=O)N1CCCC(C(=O)c2cc(C)c(OC)c(C)c2)C1 (stereo not drawn)
9) O=C(CSc1ncccn1)N1CCN(C(c2ccccc2)c2ccccc2)CC1
10) O=C(O)c1ccc(NCc2cccc(Br)c2)cc1
11) COc1ccc2ccc(=O)oc2c1CC(O)C(C)(C)O (stereo not drawn)
12) CC(C)(C)n1cnc(C(N)=O)c1N

assay / entry,7,8,9,10,11,12
TAAR1 agonist,9,7,15,10,1,2
CHO-K1 Ca antag,2,7,0,1,-2,-13
CHRM1 antagonist,-4,-20,4,-3,-12,-11
M1 ag,-2,-4,-7,-4,-1,-3
CHO parental Ca,-2,-9,-19,3,-8,1
TAAR1 antagonist,-8,-28,1,-6,-13,-6
CHRM1 PAM,3,9,-10,9,6,9
CHO-K1 Ca PAM,0,2,15,8,8,15
CHO-K1 Ca ag,0.5,0.0,1.2,0.6,0.1,-0.3

13) O=C(Nc1ccc(-c2nc3ccccc3o2)c(O)c1)c1cc(-n2cnnc2)ccc1Cl
14) CCc1cc(=O)oc2cc(C)cc(OCC(=O)NCCc3c[nH]c4ccccc34)c12
15) O=C(c1ccncc1)N1CCN(S(=O)(=O)c2ccc(F)cc2)CC1
16) OC[C@H](O)[C@H](O)[C@@H](O)[C@@H](O)[C@@H]1SC(c2ccccc2)=NN1c1ccccc1
17) NC(=O)c1cc2ccccc2o/c1=N/NC(=O)c1ccccc1
18) O=C(NCCc1ccccn1)c1cccc(S(=O)(=O)N2CCCCCC2)c1

assay / entry,13,14,15,16,17,18
TAAR1 agonist,10,5,4,0,2,3
CHO-K1 Ca antag,4,3,6,3,-2,-6
CHRM1 antagonist,11,13,-2,12,11,-10
M1 ag,-5,-4,-3,-2,-6,-4
CHO parental Ca,32*,-6,-9,-1,-12,-20
TAAR1 antagonist,29,69*,-3,-10,9,-19
CHRM1 PAM,-2,-14,4,-2,-5,5
CHO-K1 Ca PAM,13,-4,-2,-1,-3,16
CHO-K1 Ca ag,1.4,4.9,0.5,-0.1,2.8,0.4

19) CC(=O)c1ccc(N2CCN(CC(O)COCc3ccco3)CC2)cc1 (stereo not drawn)
20) CCOc1cc(CNC(=O)CCCn2c(=O)c3cccn3c3cccnc32)cc(OCC)c1OCC
21) O=C(Nc1cccc(Cl)c1)OCCOc1ccccc1
22) CN(C)CCNC(=O)C1CCN(S(=O)(=O)c2ccc3ccccc3c2)CC1
23) CCOC(=O)N1CCC(N2C(=O)c3ccccc3C2Nc2ccc3c(C)cc(=O)oc3c2)CC1 (stereo not drawn)
24) Cn1nnnc1SCC(=O)NC1CCCC1
25) O=C(CCCC(=O)N(CC(=O)NC1CCCCC1)c1cccc(F)c1)Nc1ccccn1
26) CCn1ncc(C2=NOC(C(=O)Nc3cnn(C45CC6CC(CC(C6)C4)C5)c3)C2)c1C (stereo not drawn)

assay / entry,19,20,21,22,23,24,25,26
TAAR1 agonist,1,2,-1,1,3,4,2,x
CHO-K1 Ca antag,-7,-11,0,-1,-5,-22,-11,-6
CHRM1 antagonist,0,-9,10,-18,-7,-9,-2,4
M1 ag,-12,-5,1,-6,-6,-1,-3,9
CHO parental Ca,-8,-19,x,3,-16,-6,-24,4
TAAR1 antagonist,10,5,18,-24,-9,-13,-3,x
CHRM1 PAM,-14,0,-9,7,-1,6,7,-2
CHO-K1 Ca PAM,9,18,14,17,12,9,-3,18
CHO-K1 Ca ag,2.2,2.0,5.8,0.8,0.8,0.8,0.8,13

7 compounds picked at random from the list so far, as already listed:
19) CC(=O)c1ccc(N2CCN(CC(O)COCc3ccco3)CC2)cc1 (stereo not drawn)
23) CCOC(=O)N1CCC(N2C(=O)c3ccccc3C2Nc2ccc3c(C)cc(=O)oc3c2)CC1 (stereo not drawn)
21) O=C(Nc1cccc(Cl)c1)OCCOc1ccccc1
24) Cn1nnnc1SCC(=O)NC1CCCC1
25) O=C(CCCC(=O)N(CC(=O)NC1CCCCC1)c1cccc(F)c1)Nc1ccccn1
20) CCOc1cc(CNC(=O)CCCn2c(=O)c3cccn3c3cccnc32)cc(OCC)c1OCC
26) CCn1ncc(C2=NOC(C(=O)Nc3cnn(C45CC6CC(CC(C6)C4)C5)c3)C2)c1C (stereo not drawn)

assay / entry,19,23,21,24,25,20,26
TAAR1 agonist,1,3,-1,4,2,2,x
CHO-K1 Ca antag,-7,-5,0,-22,-11,-11,-6
CHRM1 antagonist,0,-7,10,-9,-2,-9,4
M1 ag,-12,-6,1,-1,-3,-5,9
CHO parental Ca,-8,-16,x,-6,-24,-19,4
TAAR1 antagonist,10,-9,18,-13,-3,5,x
CHRM1 PAM,-14,-1,-9,6,7,0,-2
CHO-K1 Ca PAM,9,12,14,9,-3,18,18
CHO-K1 Ca ag,2.2,0.8,5.8,0.8,0.8,2.0,13
